APJ antag: antagonists of human apelin receptor APJ, primary screen, CHO-K1 cells, beta-arrestin complementation, luminescence; P35414; inhibition, % at 20 µM; 0.32% of 330,000 active; AID 2521, 2010;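 active = inhibition above about 40% at 20 µM, limit read from the data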;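 also: cells challenged with 10 nM apelin-13 agonist together with compound; plate controls were apelin-13 plus DMSO wells for no effect and DMSO wells lacking apelin-13 for full effect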
Gli-Sufu antag: Gli-Sufu pathway antagonists, primary screen, luciferase luminescence, Sufu-KO-LIGHT cells, uHTS; inhibition, % at 5 µM; Sufu-KO-LIGHT fibroblasts, Gli luciferase reporter luminescence; 0.74% of 340,000 active;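 active = inhibition above about 55%, limit read from the data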;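 also: 0% = DMSO-treated cells and 100% = wells with medium but no cells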
APJ agonist: agonists of human apelin receptor APJ, primary screen, CHO-K1 cells, PathHunter beta-arrestin, luminescence. AID 2520, 2010. 0% DMSO wells, 100% apelin. activation, % at 20 µM. 0.11% of 330,000 active. P35414;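 active = activation more than six SD over the plate average, tested at 20 µM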;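 also: 0% = DMSO alone and 100% = apelin-13 at 10 nM; some results filed as inactive read as strong as hits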
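system = engineered CHO-K1 APJ arrestin reporter cells | input = 1000 cells per well | timing = overnight seeding, 90 min compound at 25 °C, 1 h detection | measured by = enzyme-fragment complementation luminescence | read-out = beta-arrestin recruitment to APJ as agonist activity, luminescent signal | control set = negative DMSO alone, positive Apelin-13 at 10 nM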
ATG4B inh: ATG4B protease inhibitors, primary screen, biochemical, fluorescence, uHTS | Cysteine protease ATG4B (Homo sapiens), Q9Y4P1 | ATG4B cleavage of LC3-PLA2, NBD-HPC fluorescence, 1 h | inhibition, % at 8.33 µM | 0.51% of 340,000 active; in the data active = inhibition above about 40%
CXCR6 inh: CXCR6 receptor inhibitors, primary screen, cell-based, beta-arrestin, luminescence, CHO-K1 PathHunter, 1536-well; inhibition, % at 20 µM; 0.36% of 360,000 active; AID 602244, 2012; in the data active = inhibition above about 34%, passing the limit was not always enough;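 also: antagonist mode with CXCL16 agonist at 10 nM final; 0% = 10 nM CXCL16 with DMSO and 100% = unstimulated wells without agonist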
Target sequence (O00574 whole entry, looked up): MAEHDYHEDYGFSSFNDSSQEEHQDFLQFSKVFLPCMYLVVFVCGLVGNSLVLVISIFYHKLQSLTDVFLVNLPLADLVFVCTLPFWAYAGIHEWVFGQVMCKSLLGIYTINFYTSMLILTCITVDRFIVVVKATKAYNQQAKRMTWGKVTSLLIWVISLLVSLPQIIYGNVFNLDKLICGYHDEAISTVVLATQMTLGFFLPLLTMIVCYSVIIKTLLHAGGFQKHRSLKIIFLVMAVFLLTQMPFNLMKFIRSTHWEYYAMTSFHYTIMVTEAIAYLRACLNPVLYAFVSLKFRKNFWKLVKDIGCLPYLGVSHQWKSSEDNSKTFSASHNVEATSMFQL
CCR6 antagonist: CCR6 receptor antagonists, primary screen, cell-based, CHO-K1, luminescence, beta-arrestin, uHTS; C-C chemokine receptor type 6 (Homo sapiens), P51684; AID 493098, 2011; 0.49% of 340,000 active; inhibition, % at 20 µM; CHO-K1 CCR6 PathHunter beta-arrestin, CCL20-stimulated;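 active = compounds whose inhibition of the agonist-driven luminescence signal at 20 µM reaches about 50%, limit read from the data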;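 also: cells stimulated with CCL20 at 14 nM final; plate controls were DMSO with CCL20 for no effect and DMSO without agonist for full effect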
Target sequence (P51684 whole entry, looked up): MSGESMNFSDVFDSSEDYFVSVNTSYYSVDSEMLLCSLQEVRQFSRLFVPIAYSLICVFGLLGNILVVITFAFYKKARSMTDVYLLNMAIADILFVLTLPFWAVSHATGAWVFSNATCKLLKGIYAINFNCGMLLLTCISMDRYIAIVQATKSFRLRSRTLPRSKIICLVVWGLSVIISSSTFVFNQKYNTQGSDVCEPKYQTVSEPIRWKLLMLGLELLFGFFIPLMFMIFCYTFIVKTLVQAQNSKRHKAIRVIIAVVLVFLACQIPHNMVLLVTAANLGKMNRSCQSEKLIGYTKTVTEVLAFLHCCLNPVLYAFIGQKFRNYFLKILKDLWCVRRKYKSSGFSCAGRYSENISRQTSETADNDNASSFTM
EBI2 antag: EBI2 receptor antagonists, beta-arrestin recruitment, primary screen, cell-based, luminescence, 7a,25-OHC stimulation, uHTS; G-protein coupled receptor 183 (Homo sapiens), P32249; 7a,25-OHC stimulated; inhibition, % at 5 µM; 0.81% of 360,000 active; in the data active = inhibition above about 38%;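 also: enzyme fragment complementation signal reports receptor beta-arrestin coupling in cells; 0% = agonist plus DMSO wells and 100% = wells without agonist; some results beyond the cut were filed as inactive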
Target sequence (P32249 whole entry, looked up, the tested form may be a part): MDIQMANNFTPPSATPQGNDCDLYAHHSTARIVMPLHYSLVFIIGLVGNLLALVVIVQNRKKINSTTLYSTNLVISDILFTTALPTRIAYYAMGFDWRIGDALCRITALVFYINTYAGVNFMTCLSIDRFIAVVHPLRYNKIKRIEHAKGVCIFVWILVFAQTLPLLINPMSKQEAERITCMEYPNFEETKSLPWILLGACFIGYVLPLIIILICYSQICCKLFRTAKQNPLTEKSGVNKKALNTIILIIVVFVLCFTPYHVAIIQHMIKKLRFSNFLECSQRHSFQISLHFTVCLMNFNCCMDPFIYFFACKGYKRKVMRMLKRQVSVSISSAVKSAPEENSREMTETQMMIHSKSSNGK
UBC13 inh: UBC13 polyubiquitin chain formation inhibitors, primary screen, biochemical, TR-FRET, uHTS; inhibition, % at 20 µM; 0.47% of 330,000 active; AID 485273, 2010; in the data active = inhibition above about 45%, passing the limit was not always enough
Active calls of the source: *.

Cn1nnnc1SCC(=O)NCc1cc([N+](=O)[O-])ccc1O was read as APJ antag 11, Gli-Sufu antag -8, APJ agonist -5, ATG4B inh 1, CXCR6 inh 2, CCR6 antagonist 21, EBI2 antag 0 and UBC13 inh 0.
N=c1n(CCN2CCOCC2)c2ccccc2n1Cc1ccccc1Br was read as APJ antag 5, Gli-Sufu antag 12, APJ agonist -4, ATG4B inh 3, CXCR6 inh 9, CCR6 antagonist 11, EBI2 antag 4 and UBC13 inh -7.
O=C(NCC(=O)N1CCN(S(=O)(=O)c2c(F)cccc2F)CC1)c1ccccc1F was read as APJ antag 11, Gli-Sufu antag -2, APJ agonist 1, ATG4B inh -8, CXCR6 inh -15, CCR6 antagonist -3, EBI2 antag -12 and UBC13 inh -9.
Screening O=C(O)CCCC(=O)N1CCc2cc(S(=O)(=O)NCc3ccccc3)ccc21 returned APJ antag 3, Gli-Sufu antag 2, APJ agonist -3, ATG4B inh -8, CXCR6 inh 1, CCR6 antagonist -8, EBI2 antag 0 and UBC13 inh -8.
COc1ccc(C)cc1S(=O)(=O)N(C)CC(=O)N1CCC(C(N)=O)CC1 was read as APJ antag 6, Gli-Sufu antag -1, APJ agonist -1, ATG4B inh 4, CXCR6 inh 1, CCR6 antagonist 14, EBI2 antag -10 and UBC13 inh 0.
COc1cccc(-c2cc(C(=O)N3CCN(Cc4ccccc4)CC3)no2)c1 was read as APJ antag -12, Gli-Sufu antag 7, APJ agonist -6, ATG4B inh 5, CXCR6 inh -1, CCR6 antagonist -8, EBI2 antag 51* and UBC13 inh 11.
Screening CCN(CC)C(=O)Oc1c(Cl)cc(Cl)c2cccnc12 returned APJ antag 9, Gli-Sufu antag 33, APJ agonist -4, ATG4B inh 4, CXCR6 inh -3, CCR6 antagonist 10, EBI2 antag -4 and UBC13 inh 5.
O=C(CCN1C(=O)/C(=C/c2ccccc2Cl)SC1=S)NC1C=CS(=O)(=O)C1 (centres undefined) was read as APJ antag 14, Gli-Sufu antag -9, APJ agonist -3, ATG4B inh -2, CXCR6 inh 8, CCR6 antagonist 15, EBI2 antag -3 and UBC13 inh 14.
CCCNC(=O)CSc1nc(-c2cccs2)cc(C(F)(F)F)n1 was read as APJ antag 14, Gli-Sufu antag 1, APJ agonist 3, ATG4B inh -1, CXCR6 inh 9, CCR6 antagonist 10, EBI2 antag -14 and UBC13 inh -9.
CC(C)OCC(O)CN (centres undefined) was read as APJ antag -1, Gli-Sufu antag 3, APJ agonist -3, ATG4B inh -12, CXCR6 inh -7, CCR6 antagonist -6, EBI2 antag -11 and UBC13 inh -14.
Cc1cc(/C=C(\C#N)C(=O)NC2CC2)c(C)[nH]1 was read as APJ antag 5, Gli-Sufu antag -75, APJ agonist -2, ATG4B inh 2, CXCR6 inh -3, CCR6 antagonist -1, EBI2 antag 0 and UBC13 inh -3.
For Cc1ccc(C)n1-c1nnc(N2CCC(C(=O)NCCCN3CC(C)CC(C)C3)CC2)s1 (centres undefined) the results were APJ antag 17, Gli-Sufu antag 20, APJ agonist -3, ATG4B inh -9, CXCR6 inh -2, CCR6 antagonist 13, EBI2 antag -5 and UBC13 inh 2.
CCCc1ccc2oc(C(=O)N3CCC(COC)C3)c(C)c2c1 (centres undefined) was read as APJ antag -8, Gli-Sufu antag -19, APJ agonist -2, ATG4B inh -13, CXCR6 inh -3, CCR6 antagonist 4, EBI2 antag -21 and UBC13 inh -10.
Screening CC1CCCN(CCC(=O)Nc2ccccc2)C1 (centres undefined) returned APJ antag 11, Gli-Sufu antag -1, APJ agonist -2, ATG4B inh 7, CXCR6 inh -2, CCR6 antagonist 12, EBI2 antag 0 and UBC13 inh 0.
CCOc1ccc(CCNC(=O)C2CCC(=O)N2C2CCCCC2)cc1OCC (centres undefined) was read as APJ antag 4, Gli-Sufu antag -33, APJ agonist -1, ATG4B inh 0, CXCR6 inh -2, CCR6 antagonist -1, EBI2 antag -6 and UBC13 inh -10.
Screening O=C(CC1C(=O)NCCN1Cc1ccccc1)NC1CCCCCC1 (centres undefined) returned APJ antag 7, Gli-Sufu antag 2, APJ agonist -1, ATG4B inh -8, CXCR6 inh 0, CCR6 antagonist 11, EBI2 antag 2 and UBC13 inh 2.
For COc1ccccc1C(=O)NC(=O)CSc1nnc(SC)s1 the results were APJ antag -4, Gli-Sufu antag -10, APJ agonist -6, ATG4B inh -2, CXCR6 inh 1, CCR6 antagonist 13, EBI2 antag -6 and UBC13 inh -2.
For CC(C)C[C@H](CO)Nc1nc(Nc2cccc(Cl)c2)c2ncn(C(C)C)c2n1 the results were APJ antag -5, Gli-Sufu antag 5, APJ agonist 4, ATG4B inh -16, CXCR6 inh -1, CCR6 antagonist 5, EBI2 antag 32 and UBC13 inh 14.
Screening CCc1cc2cc(C)ccc2nc1SCC(=O)N1CCN(C(=O)c2ccco2)CC1 returned APJ antag 1, Gli-Sufu antag -2, APJ agonist -1, ATG4B inh -3, CXCR6 inh 5, CCR6 antagonist 8, EBI2 antag -20 and UBC13 inh 6.
For CN(C)C(=S)NC(=O)C12CC3CC(C)(CC(C)(C3)C1)C2 the results were APJ antag 8, Gli-Sufu antag 5, APJ agonist 1, ATG4B inh -3, CXCR6 inh -11, CCR6 antagonist -12, EBI2 antag -16 and UBC13 inh 5.
For O=C(COC(=O)c1cncc(Br)c1)NCc1ccc(F)cc1 the results were APJ antag 3, APJ agonist -2, ATG4B inh -3, CXCR6 inh -3, CCR6 antagonist 2, EBI2 antag 6 and UBC13 inh 16.
Screening COc1cc(NC(=O)c2cccnc2Sc2ccc(Cl)cc2)cc(OC)c1OC returned APJ antag -3, Gli-Sufu antag -4, APJ agonist -2, ATG4B inh -9, CXCR6 inh -5, CCR6 antagonist -1, EBI2 antag -1 and UBC13 inh 8.
Screening CCc1nnc(NC(=O)OCc2ccccc2)s1 returned APJ antag 4, Gli-Sufu antag -4, APJ agonist -5, ATG4B inh 0, CXCR6 inh 5, CCR6 antagonist 5, EBI2 antag 3 and UBC13 inh 9.
Screening O=C(COc1ccccc1Cl)NC(=S)N1CCc2ccccc21 returned APJ antag 26, Gli-Sufu antag -13, APJ agonist -6, ATG4B inh -1, CXCR6 inh 29, CCR6 antagonist 25, EBI2 antag -4 and UBC13 inh 3.
For CCOc1ccc(-c2ccc(SCC(=O)NC3CCCCC3)nn2)cc1 the results were APJ antag -29, Gli-Sufu antag -72, APJ agonist 11, ATG4B inh 5, CXCR6 inh 7, CCR6 antagonist 5, EBI2 antag 19 and UBC13 inh -6.
Screening O=C(CCN1CCN(c2ccccc2)CC1)NNC(=O)Cc1ccccc1Cl returned APJ antag -3, Gli-Sufu antag 0, APJ agonist -2, ATG4B inh -3, CXCR6 inh 4, CCR6 antagonist 17, EBI2 antag 4 and UBC13 inh -2.
CN(C)c1ccc(C(C(=O)NCc2ccccc2)N(Cc2cccnc2)C(=O)c2snc(C(N)=O)c2N)cc1 (centres undefined) was read as APJ antag -25, Gli-Sufu antag -7, APJ agonist 1, ATG4B inh 6, CXCR6 inh -5, CCR6 antagonist 4, EBI2 antag -19 and UBC13 inh 1.
`COC(=O)/C=C/c1ccc(-n2cncn2)cc1` gave APJ antag 11, Gli-Sufu antag -4, APJ agonist -4, ATG4B inh 0, CXCR6 inh -5, CCR6 antagonist -9, EBI2 antag -9 and UBC13 inh 5.
`Fc1ccc(CNCC2CCCO2)cc1` (centres undefined) gave APJ antag 7, Gli-Sufu antag -2, APJ agonist -1, ATG4B inh -2, CXCR6 inh 5, CCR6 antagonist 3, EBI2 antag -6 and UBC13 inh 0.
Screening O=C(CN1C(=O)c2cccc3cccc1c23)N1CCN(c2ccccc2)CC1 returned APJ antag -9, Gli-Sufu antag 93*, APJ agonist 0, ATG4B inh -10, CXCR6 inh -17, CCR6 antagonist 11, EBI2 antag -9 and UBC13 inh 7.
Screening CCOC(=O)Nc1ccc(C)cc1Br returned APJ antag 2, Gli-Sufu antag -5, APJ agonist -6, ATG4B inh -8, CXCR6 inh -1, CCR6 antagonist 4, EBI2 antag -5 and UBC13 inh -17.
CC(OC(=O)c1cccc(-n2cnnn2)c1)C(=O)Nc1cccc(Cl)c1 (centres undefined) was read as APJ antag 9, Gli-Sufu antag 24, APJ agonist 6, ATG4B inh 5, CXCR6 inh -4, CCR6 antagonist 14, EBI2 antag 0 and UBC13 inh 5.
CNc1oc(-c2ccccc2Cl)nc1P(=O)(c1ccccc1)c1ccccc1 was read as APJ antag 9, Gli-Sufu antag 11, APJ agonist 0, ATG4B inh -11, CXCR6 inh 20, CCR6 antagonist 2, EBI2 antag -15 and UBC13 inh 9.
`COc1ccc(Cc2nnc(NC(=O)c3ccc(OC)c(OC)c3)s2)cc1OC` gave APJ antag -9, Gli-Sufu antag 27, APJ agonist 0, ATG4B inh -7, CXCR6 inh 6, CCR6 antagonist -4, EBI2 antag 3 and UBC13 inh 4.
`Oc1c(Cl)cc(Cl)c(Cl)c1CN1CCOCC1` gave Gli-Sufu antag 11, ATG4B inh -2, CXCR6 inh 5, CCR6 antagonist -1 and EBI2 antag 7.
COc1cc(NS(=O)(=O)c2ccc(NC(=S)NC(=O)c3ccccc3)cc2)nc(OC)n1 was read as APJ antag 12, Gli-Sufu antag 30, APJ agonist -5, ATG4B inh -1, CXCR6 inh 17, CCR6 antagonist 32, EBI2 antag 3 and UBC13 inh -4.
`CCCCNC(=O)C1c2cc(OC)c(OC)cc2C(=O)N(C)C1c1cccs1` (centres undefined) gave APJ antag 16, Gli-Sufu antag -4, APJ agonist -1, ATG4B inh 4, CXCR6 inh -8, CCR6 antagonist 10, EBI2 antag 12 and UBC13 inh -10.
O=C(/C=C/c1ccccc1)OCN1C(=O)c2ccccc2C1=O was read as APJ antag 14, Gli-Sufu antag -9, APJ agonist 0, ATG4B inh 4, CXCR6 inh 7, CCR6 antagonist 0, EBI2 antag 18 and UBC13 inh 7.
Screening CN(C(=O)CSc1nnc(-c2ccco2)n1N)C1CCCCC1 returned APJ antag -8, Gli-Sufu antag 4, APJ agonist 2, ATG4B inh -2, CXCR6 inh 3, CCR6 antagonist -2, EBI2 antag -9 and UBC13 inh -5.

5 consecutive records out of the list so far:
Screening CCOC(=O)Nc1ccc(C)cc1Br returned APJ antag 2, Gli-Sufu antag -5, APJ agonist -6, ATG4B inh -8, CXCR6 inh -1, CCR6 antagonist 4, EBI2 antag -5 and UBC13 inh -17.
CC(OC(=O)c1cccc(-n2cnnn2)c1)C(=O)Nc1cccc(Cl)c1 (centres undefined) was read as APJ antag 9, Gli-Sufu antag 24, APJ agonist 6, ATG4B inh 5, CXCR6 inh -4, CCR6 antagonist 14, EBI2 antag 0 and UBC13 inh 5.
CNc1oc(-c2ccccc2Cl)nc1P(=O)(c1ccccc1)c1ccccc1 was read as APJ antag 9, Gli-Sufu antag 11, APJ agonist 0, ATG4B inh -11, CXCR6 inh 20, CCR6 antagonist 2, EBI2 antag -15 and UBC13 inh 9.
`COc1ccc(Cc2nnc(NC(=O)c3ccc(OC)c(OC)c3)s2)cc1OC` gave APJ antag -9, Gli-Sufu antag 27, APJ agonist 0, ATG4B inh -7, CXCR6 inh 6, CCR6 antagonist -4, EBI2 antag 3 and UBC13 inh 4.
`Oc1c(Cl)cc(Cl)c(Cl)c1CN1CCOCC1` gave Gli-Sufu antag 11, ATG4B inh -2, CXCR6 inh 5, CCR6 antagonist -1 and EBI2 antag 7.

Compound activity deposited in PubChem BioAssay by Sanford-Burnham Center for Chemical Genomics.
